# Assay outcomes from PubChem BioAssay.
# Anthrax LF inh2 = inhibitors of Bacillus anthracis lethal factor protease; multiplex microsphere protease cleavage assay, LF; inhibition, % at 10 µM; hit rate 0.12% among 360,000; AID 588501; further: plate controls were buffer without enzyme for full effect and enzyme alone for no effect
# FadD28 FP inh = inhibitors of Mycobacterium tuberculosis FadD28 bisubstrate binding; hit rate 0.22% among 360,000; inhibition, % at 12.5 µM; FadD28 bisubstrate probe binding, fluorescence polarization; in the data active means inhibition above about 8.5%, passing the limit was not always enough; inconclusive means no clear call, values can overlap the other calls
# GDH-TPI inh = GDH-TPI coupled enzyme inhibition counter-screen | hit rate 1.2% among 360,000 | GDH-TPI coupled enzyme counterscreen, NADH absorbance | inhibition, % at 4.8 µM; in the data active means inhibition above about 30%;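 further: 0% = DMSO wells and 100% = wells lacking the enzyme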
# BoNT-F LC inh = blocks Botulinum neurotoxin F light chain protease | Multiplex microsphere protease cleavage assay, flow cytometry | inhibition, % at 10 µM | hit rate 0.22% among 360,000; in the data active means inhibition above about 35%, passing the limit was not always enough; inconclusive means no clear call, values can overlap the other calls; further: plate controls were buffer without enzyme for full effect and enzyme alone for no effect
# Mtb BioA inh = BioA (M. tuberculosis) enzyme inhibition. inhibition, % at 9.99 µM. hit rate 0.096% among 360,000. purified M. tuberculosis BioA enzyme, plate reader; in the data active means inhibition above about 40%; inconclusive means no clear call, values can overlap the other calls
# PfHsp40 yeast = rescue of PfHsp40-mediated yeast toxicity; hit rate 0.68% among 340,000; AID 504582; growth rescue, % at 12.5 µM; S. cerevisiae expressing PfHsp40, growth rescue, ATP luminescence; in the data active means growth rescue above about 28%, passing the limit was not always enough; inconclusive means no clear call, values can overlap the other calls;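 further: yeast W303a lacking pdr1 and pdr3 grown in galactose medium; growth measured after three days at 30 °C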
# UGM FP inh = inhibitors of M. tuberculosis UDP-galactopyranose mutase. P9WIQ1. purified UGM, fluorescence polarization probe displacement. inhibition, % at 10 µM. hit rate 0.06% among 320,000. AID 504406; in the data active means inhibition above about 10%, passing the limit was not always enough; inconclusive means no clear call, values can overlap the other calls
# Target sequence (P9WIQ1 whole entry, looked up): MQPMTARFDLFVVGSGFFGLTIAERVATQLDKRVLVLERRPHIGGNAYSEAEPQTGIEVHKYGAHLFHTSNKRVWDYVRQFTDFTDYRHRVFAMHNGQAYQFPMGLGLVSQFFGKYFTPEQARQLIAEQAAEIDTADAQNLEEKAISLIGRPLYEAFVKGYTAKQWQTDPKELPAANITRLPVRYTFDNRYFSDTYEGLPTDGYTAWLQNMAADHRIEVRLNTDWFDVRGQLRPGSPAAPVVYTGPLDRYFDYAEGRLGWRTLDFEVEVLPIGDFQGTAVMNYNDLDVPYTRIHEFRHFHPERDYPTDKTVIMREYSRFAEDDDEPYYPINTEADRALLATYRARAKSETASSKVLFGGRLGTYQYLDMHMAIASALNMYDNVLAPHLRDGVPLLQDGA
# BoNT A protease = inhibitors of Botulinum neurotoxin A light chain protease. multiplex microsphere protease substrate cleavage, flow cytometry. inhibition, % at 10 µM. AID 588499. hit rate 0.17% among 360,000; further: plate controls were buffer without enzyme for full effect and enzyme alone for no effect
# FBA Mtb inh = Mtb fructose-bisphosphate aldolase inhibition. P9WQA3. purified M. tuberculosis FBA, fluorescence read-out. inhibition, % at 1 µM. hit rate 2.3% among 360,000. AID 588726; in the data active means inhibition above about 27%;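 further: 0% = vehicle and 100% = reference inhibitor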
# Target sequence (P9WQA3 whole entry, looked up): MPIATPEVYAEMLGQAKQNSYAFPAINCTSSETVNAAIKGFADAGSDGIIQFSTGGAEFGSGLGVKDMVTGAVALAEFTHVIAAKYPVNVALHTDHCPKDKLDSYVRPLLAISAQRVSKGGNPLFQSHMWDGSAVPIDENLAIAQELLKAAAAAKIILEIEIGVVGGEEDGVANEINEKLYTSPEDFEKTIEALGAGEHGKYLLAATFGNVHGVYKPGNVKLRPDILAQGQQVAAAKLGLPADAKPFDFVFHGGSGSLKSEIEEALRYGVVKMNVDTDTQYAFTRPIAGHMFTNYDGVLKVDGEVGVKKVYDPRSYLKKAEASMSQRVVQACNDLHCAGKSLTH
# Starred values were filed as active, the others as inactive; ? = inconclusive; nt = not tested or not shown; & = joins results of further samples. Unless noted, no stated cut-off is given here; in the data, active means inhibition above about 30%; inconclusive means no clear call, values can overlap the other calls; inactive means below that. Random draw from the library. About 4.7% of those tested had a hit in this group.
SMILES	UGM FP inh	GDH-TPI inh	Mtb BioA inh	FadD28 FP inh	BoNT-F LC inh	Anthrax LF inh2	FBA Mtb inh	PfHsp40 yeast	BoNT A protease
O=C1CN=C(c2ccc(Br)cc2)c2c(sc3c2CCCC3)N1CCN1CCCCC1	-1.2	-10	-0.1	-2.8	0	-3	-1	1.5	-0.9
CS(=O)(=O)Nc1ccc(C2=NN(C(=O)c3ccco3)C(c3ccccc3F)C2)cc1 (stereo unspecified)	0.7	15	nt	-6.7	0	-1	3	-1.3	-0.7
CCC(=O)N1CCc2cc(Br)cc(S(=O)(=O)CCC(=O)N(CC)CC)c21	0.8	5	-0.4	-2.8	2	-8	1	-1.4	-0.4
Cc1cccc(NC(=O)CSC(N)=O)c1C	1.2	-4	-2.0	-3.2	-3	-1	-6	-1.1	0.0
COc1ccccc1C(=O)OCC(=O)Nc1cccc(S(=O)(=O)NC2=NCCCCC2)c1	0.7	1	-0.2	0.3	0	-2	2	-1.2	-0.3
O=C(CNS(=O)(=O)c1ccccc1)OCC(=O)c1ccc(Br)cc1	-0.9	0	nt	-1.2	-8	-3	2	0.6	-5.3
C=C(NC(=O)C(=C)NC(=O)c1csc(C2=NC3c4csc(n4)C4NC(=O)c5csc(n5)C(C(C)(O)C(C)O)NC(=O)C5CSC(=N5)/C(=C/C)NC(=O)C(C(C)O)NC(=O)c5csc(n5)C3(CC2)NC(=O)C(C)NC(=O)C(=C)NC(=O)C(=C)NC(=O)C(C(C)C)NC2C=Cc3c(C(C)O)cc(nc3C2O)C(=O)OC4C)n1)C(N)=O (stereo unspecified)	nt	12	nt	-1.7	4	-1	-2	-1.1	-0.1
CCC(=O)Nc1nc2ccccc2n1CCN1CCOCC1	-0.2	-5	-0.5	-3.9	-8	-1	-3	7.9	-0.6
CC(C)(C)C(=O)Cn1c(NCCCO)nc2ccccc21	2.5	-4	0.7	-1.5	-7	2	-7	0.0	0.5
CN(CC(=O)Nc1ccc(Cl)cc1)C1=NS(=O)(=O)c2ccccc21	2.2	-9	-1.0	-1.2	-6	-5	2	-0.7	-0.4
CCCCNC(=O)c1cccnc1SCC(=O)Nc1ccccc1OC	-1.5	2	-0.4	-3.5	-4	2	0	0.8	-0.4
Cc1cc(C)n(-c2ccc(C(=O)NC3=NCCS3)cc2)n1	-1.1	6	-1.3	-1.7	-9	-12	-1	-0.5	-1.0
O=C(NCc1cccs1)c1cc(S(=O)(=O)N2CCOCC2)c(Cl)cc1Cl	-0.1	-1	0.2	-0.1	-6	0	-1	1.1	-1.2
CCCc1cc(=O)oc2cc(OCc3cccc(OC)c3)c(Cl)cc12	3.1	-1	nt	1.4	1	-2	0	0.8	0.5
Cc1ccc(NC(=O)CN(C)C(=O)CSc2ccccc2F)cc1	0.0	1	-0.6	1.4	-2	-2	8	-1.5	0.4
Cc1cccc(-n2c(SCc3ccc(C#N)cc3)nnc2-c2c[nH]c3ccccc23)c1	3.3	-3	0.9	0.1	-62	-25	3	0.4	-16
COCCNC(=O)Cn1cnc2c(cnn2-c2ccc(OC)cc2)c1=O	-0.1	2	nt	-0.1	1	1	2	-1.8	-0.2
CN(C(=O)COC(=O)/C=C/c1ccc2c(c1)OCO2)c1c(N)n(Cc2ccccc2)c(=O)[nH]c1=O	-0.2	13	-3.8	-1.9	4	5	6	-1.2	-0.6
O=C(CN1C(=O)/C(=C/c2ccc(C(F)(F)F)cc2)Sc2ccccc21)NCCCN1CCOCC1	1.6	2	-0.2	-3.6	nt	nt	0	-0.9	nt
C[C@@H]1CN([C@H](C)CO)C(=O)CCCn2nncc2CO[C@H]1CN(C)Cc1ccc(-c2ccccc2)cc1	nt	1	1.2	-3.7	-3	-2	-2	nt	-0.2
O=C(Cn1cc(C(F)(F)F)ccc1=O)N/N=C/c1cccc(Cl)c1Cl	0.8	-3	1.5	-3.6	-4	1	2	-1.2	-0.1
N#CCCN1CCN(C(=S)c2ccc(-c3ccc(Cl)cc3)o2)CC1	1.3	13	0.8	-3.2	0	11	6	2.5	?
O=C(OCn1nnc2ccccc2c1=O)C1CCCCC1	-4.3	-6	0.8	-0.6	-3	3	8	3.4	0.4
CC1CCN(C(C(=O)Nc2ccc3c(c2)OCO3)c2ccccc2)CC1 (stereo unspecified)	0.0	-9	-1.0	-1.4	-10	-4	1	-0.4	-1.2
COc1ccc(C(C2C(=O)CC(C)(C)CC2=O)C2C(=O)CC(C)(C)CC2=O)cc1COCC(F)(F)F	3.3	-2	-3.5	0.2	-2	0	2	-1.5	0.5
COc1cc(/C=N/NC(=O)c2cnccn2)cc(OC)c1OC	nt	32*	13	-0.6	-11	-5	-1	66*	-2.1
CC(C)N(C(=O)Cn1c(SCC(=O)NCc2ccc3c(c2)OCO3)nc2ccccc21)C(C)C	1.4	2	-2.1	-1.7	-5	0	0	0.5	-0.6
CC(OC(=O)c1ccc(Cl)cc1)C(=O)NCC1CCCCC1 (stereo unspecified)	-1.0	4	0.0	nt	-6	-1	1	?	0.3
CCCCOc1ccc(OCCCC)c2c1NC1(N2)C(=O)N(C(C)=O)c2ccccc21	-1.6	1	-1.1	-1.3	-19	-2	5	0.9	-0.3
CC1(c2nnc(-c3ccc(Cl)cc3)o2)CC(c2cccc(Cl)c2)=NO1 (stereo unspecified)	-2.6	6	-0.9	-2.2	-4	-8	-3	0.4	-0.2
O=C(CCN1C(=O)/C(=C/c2ccco2)SC1=S)Nc1ccc(O)cc1C(=O)O	-0.5	20	-1.2	21*	-8	-4	-4	-0.1	-2.9
CCOc1ccccc1C(C(=O)NC1CCCCC1)N(C(=O)c1csnn1)C1CC1 (stereo unspecified)	0.7	-4	3.1	0.0	-1	-2	-1	-0.3	-1.0
c1ccc(-c2ccnc3nc(N4CCN(c5ccccc5)CC4)nn23)cc1	1.9	1	-0.6	-3.8	-5	-6	0	4.1	0.3
O=C(CCc1nc2ccccc2c(=O)[nH]1)Nc1cccc(S(=O)(=O)N2CCCCC2)c1	-4.3	-5	1.0	-1.1	-1	-3	1	0.9	2.6
CN1CCN(C(=S)c2cn(Cc3ccc(F)cc3)c3ccccc23)CC1	1.7	4	nt	-2.8	3	-2	0	-0.2	0.3
O=C(Cn1cccc1)NC1CCCCCC1	-0.3	5	1.3	-1.7	-3	0	1	1.2	-0.6
COc1cc(CN2CCN(Cc3ccco3)CC2)cc(OC)c1	2.3	6	nt	-0.3	-7	-13	-1	-1.0	1.6
COc1cccc(C(=O)N2CCC(n3nccc3NC(=O)C3CCOC3)CC2)c1 (stereo unspecified)	-1.5	4	0.3	0.5	-11	5	0	-0.4	-1.2
Cc1ccc(-c2nc3[nH]c(=O)cc(NC(=O)C(C)C)n3n2)cc1	3.9	0	-1.0	-1.4	1	-3	0	0.5	-0.9
O=C(/C=N/O)NCc1ccncc1	-1.0	0	-0.9	-2.0	15	4	7	2.1	0.8
CCc1nc(SCC(=O)NC2CCCC2)c2oc3ccccc3c2n1	-1.7	-5	-2.2	-2.9	2	-2	3	-0.9	-1.1
CCOC(=O)Cn1c(C)cc(=O)c2ccccc21	-0.2	-2	0.2	0.2	-1	0	-1	-0.5	0.7
O=C1CC2(CCN(C(=O)c3ccc(Cl)cc3)CC2)Oc2ccccc21	-0.7	13	9.9	-1.7	2	-2	4	0.2	-2.1
COc1c(OC(C)=O)c(=O)n2c3ccccc3c3ccnc1c32	2.0	9	-1.3	-3.8	-7	0	12	27*	0.5
O=C(O)c1[nH]c2ccc(Cl)cc2c1CC(=O)N1CCN(C(=O)c2ccco2)CC1	6.6	9	2.1	1.0	-5	1	-1	-1.1	-0.1
Cc1ccc(SCCNC(=O)c2ccc(CN3CCOCC3)cc2)cc1	-2.5	3	2.3	-1.1	-24	-2	1	0.1	-3.6
COc1ccc(C(=O)C(C)OC(=O)CCN2C(=O)C3CC=CCC3C2=O)cc1 (stereo unspecified)	2.1	6	1.3	0.1	-3	0	-1	-1.0	-0.6
CCOC(=O)N1CC(=O)Nc2ccc(Br)cc2C1c1ccccc1 (stereo unspecified)	-1.1	8	1.3	-2.3	5	1	0	0.3	0.3
Cc1cc(C)c(NC(=O)c2ccc3nccnc3c2)c(C)c1	nt	6	1.8	-1.0	9	-2	-1	-0.6	1.1
O=C(CCS(=O)(=O)c1ccc(Cl)cc1)OCC(=O)N1CCCCC1	1.4	3	1.5	-1.5	4	4	-2	0.0	0.7
N#Cc1c(C#N)c(-c2ccccc2)n(-c2ccccc2)c1N	0.6	-5	nt	0.4	-10	-3	27	-0.6	-1.3
CCCCn1c(N)c(N(CC(C)C)C(=O)c2oc3c(Cl)cccc3c2C)c(=O)[nH]c1=O	0.7	9	nt	-2.2	10	0	0	0.4	5.1
CCN(CC)C(=O)CN(C)S(=O)(=O)c1cccc2nsnc12	0.3	3	-1.6	-0.8	6	-1	-1	-0.5	0.4
O=S(=O)(c1cccc(S(=O)(=O)N2CCN(c3ncccn3)CC2)c1)N1CCOCC1	-0.4	1	-1.7	-0.2	-34	-6	6	1.0	-1.6
Cc1nn(CC(C)C)c(Cl)c1C(=O)N(c1ccc(Cl)cc1F)S(C)(=O)=O	-3.5	-1	2.7	-0.7	-29	-5	4	-1.1	-9.5
COc1cccc(CN(C)C(=O)Nc2cccc(C(F)(F)F)c2)c1OC	-0.1	14	1.8	-2.8	-17	-5	-1	-0.2	-1.5
COc1ccc(CN2C(=O)C(CC(C)C)Nc3ncnc(N4CCN(c5ccccc5)CC4)c32)cc1 (stereo unspecified)	4.2	5	-0.7&1.4	0.1&-1.7	-14&-16	-9&-4	1&4	-0.8	-0.7&-1.3
O=C(N/N=C/c1coc2ccccc2c1=O)c1cn(-c2ccccc2)nc1-c1ccccc1	0.2	14	-5.7	-1.0	-4	-2	0	-0.7	0.0
C[C@@H]1CN([C@H](C)CO)C(=O)c2cc(Br)cnc2O[C@@H]1CN(C)C(=O)Cc1ccccc1	nt	-7	-1.6&-3.1	-2.5	-4	-2	1	nt	-0.2
Cc1cc([N+](=O)[O-])ccc1NC1CCCC1	-0.3	7	1.1	-3.2	-10	-4	-9	0.7	-0.7

# (cont.)
SMILES	UGM FP inh	GDH-TPI inh	Mtb BioA inh	FadD28 FP inh	BoNT-F LC inh	Anthrax LF inh2	FBA Mtb inh	PfHsp40 yeast	BoNT A protease
COc1cc(C(=O)NCc2nnc(SCC(=O)N3CCCCC3)o2)cc(OC)c1OC	-0.6	-4	0.5	-4.4	?	2	2	-1.0	-0.5
COCCN(CC(=O)NCc1ccccc1)C(=O)CCC(=O)Nc1nccs1	-1.2	-8	-0.7	-2.7	2	-1	2	-1.0	0.1
Cc1ccc(SC(C)c2nc(-c3ccccc3)no2)cc1 (stereo unspecified)	-1.4	12	nt	-0.2	2	-4	-1	-0.1	-0.3
CCOP(=O)(OCC)C(Nc1cccc(C)c1)c1ccc(F)cc1 (stereo unspecified)	3.4	7	nt	-1.2	1	0	-2	0.3	-0.1
O=C(C(=O)N(Cc1ccccc1)Cc1ccccc1)c1c(-c2ccccc2)[nH]c2ccccc12	nt	16	0.2	-3.6	0	0	-3	0.6	0.1
O=C(N/N=C/c1cccc(C(F)(F)F)c1)C1CCN(c2ncc(C(F)(F)F)cc2Cl)CC1	1.2	-8	-0.6	-5.4	-4	-1	-2	0.4	-0.5
CCCCCN(C(=O)CCC(=O)OCC(=O)N1CCC(C)CC1)c1c(N)n(CCCC)c(=O)[nH]c1=O	-0.2	8	-0.7	0.8	9	-4	1	-0.3	3.5
CC(C)N(CC(O)c1cccc([N+](=O)[O-])c1)C(C)C (stereo unspecified)	-1.5	5	-0.5	-1.4	1	-5	1	-0.8	0.6
